Screening data from PubChem.
GalR3 antag – antagonists of human GalR3; inhibition, % at 3 µM; 360,000 compounds, 0.44% hits; O60755; AID 651719; HEK293 GalR3-CNG cAMP membrane potential fluorescence; galR3 body fused to GalR1 C-terminus;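 active means inhibition above the screen-wide average plus 3 SD, cut at about 13% in these data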;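 further: forskolin and galanin both at EC90 stimulate the cells; cAMP rise reported by CNG channel membrane potential dye signal; 0% = forskolin plus galanin with DMSO and 100% = forskolin alone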
MEKK3 PB1 HTS – modulators (inhibitors or enhancers) of MEK5 binding to human MEKK3 PB1 domain; bead-based flow cytometry, Alexa488-MEK5 binding to MEKK3; actives lie on both sides; 0 = blocked by unlabeled MEK5, 100 = vehicle; Q99759; binding response (% of control), % at 10 µM; 290,000 compounds, 1.4% hits;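 active means binding response more than 3 SD above or below the average of its plate-row segment, actives on both sides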;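 further: Alexa488 bead fluorescence after subtracting the streptavidin-only scavenger bead signal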
Target sequence (Q99759 whole entry, looked up, the tested form may be a part): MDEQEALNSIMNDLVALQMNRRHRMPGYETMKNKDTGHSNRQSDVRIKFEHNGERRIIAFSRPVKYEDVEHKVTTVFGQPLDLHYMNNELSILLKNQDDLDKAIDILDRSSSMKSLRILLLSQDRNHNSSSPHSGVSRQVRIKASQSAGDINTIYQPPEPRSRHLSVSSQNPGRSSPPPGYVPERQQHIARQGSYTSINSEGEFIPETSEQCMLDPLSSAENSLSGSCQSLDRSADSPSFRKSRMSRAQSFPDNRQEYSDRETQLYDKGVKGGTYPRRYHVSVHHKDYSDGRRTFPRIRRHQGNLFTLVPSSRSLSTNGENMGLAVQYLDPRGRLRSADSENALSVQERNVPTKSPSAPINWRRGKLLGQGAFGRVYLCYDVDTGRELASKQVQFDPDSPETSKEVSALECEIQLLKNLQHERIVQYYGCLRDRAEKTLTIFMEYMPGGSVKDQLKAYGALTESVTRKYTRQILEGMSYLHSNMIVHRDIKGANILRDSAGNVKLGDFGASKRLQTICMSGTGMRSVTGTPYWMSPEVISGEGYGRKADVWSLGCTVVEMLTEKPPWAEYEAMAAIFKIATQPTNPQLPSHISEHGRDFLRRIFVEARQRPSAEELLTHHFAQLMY
IDE act – activators of human insulin-degrading enzyme in cells; HEK cells, FAbeta-B cleavage, fluorescence polarization; 0% vehicle, 100% cell-free pure enzyme wells; activation, % at 5.96 µM; 340,000 compounds, 0.073% hits; P14735;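 active means activation above the mean of all tested compounds plus 3 SD, set per screening campaign, cut at about 17% in these data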
pCIP destab – p/CIP protein destabilization | F442A p/CIP-EGFP cells, EGFP fluorescence, 16 h | Q05BA5 | decrease of EGFP signal, % at 10 µM | 290,000 compounds, 0.01% hits;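 active means EGFP signal decrease of at least 30% at 10 µM or well 3 SD below plate mean, unless failing retest; inactive means the rest, including hits failing retest or dose response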; further: some compounds called inactive have numbers as strong as hits; many of its hits are not listed in these tables
M4 PAM – potentiates acetylcholine response at human M4 receptor; AID 624126; P08173; activation, % at 3 µM; 360,000 compounds, 0.4% hits; CHO-K1 hM4/Gqi5, Fluo-8 calcium fluorescence, ACh EC20; 0% = ACh EC20, 100% = maximal ACh;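 active means activation above its plate's cutoff, the mean activation of sample wells plus 3 SD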; further: some results filed as inactive read as strong as hits
IDE inh – cellular human IDE inhibition | P14735 | HEK cells, FAbetaB cleavage, fluorescence polarization | inhibition, % at 5.59 µM | 320,000 compounds, 0.41% hits | AID 434962;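 active means percent inhibition above the average of all tested compounds plus 3 SD, set per screening campaign, cut at about 16% in these data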;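 further: IDE supplied by intact live HEK cells; FP after avidin binding of uncleaved biotin substrate so inhibition keeps polarization high; 0% = DMSO wells and 100% = 60 µM reference IDE inhibitor Ii1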
CRFR2-BP antag – CRF-BP/CRF-R2 complex antagonism. HEK293 CRF-R2/CRF-BP, CRF-induced calcium fluorescence. inhibition, % at 11.8 µM. 350,000 compounds, 0.59% hits. AID 588475;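 active means inhibition of the ligand-induced calcium signal above about 50% at the single tested concentration, limit read from the data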
CRFR2-BP ag – agonists of human CRF-binding protein/CRF-R2 receptor complex; activation, % at 13.2 µM; AID 588473; 350,000 compounds, 0.46% hits; HEK293 CRF-R2/CRF-BP, calcium dye fluorescence (FLIPR); percent of saturating CRF peptide response;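 active means activation of at least 50%, plus an integration ratio under a set limit after plate pattern correction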;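 further: plate controls were neutral control wells without compound for no effect and CRF at EC100 for full effect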
PHOSPHO1 block – PHOSPHO1 (human) inhibition. recombinant PHOSPHO1, absorbance phosphatase assay. inhibition, % at 13.3 µM. 290,000 compounds, 1.1% hits; in the data active means inhibition above about 60%
Target sequence (Q8TCT1 whole entry, looked up): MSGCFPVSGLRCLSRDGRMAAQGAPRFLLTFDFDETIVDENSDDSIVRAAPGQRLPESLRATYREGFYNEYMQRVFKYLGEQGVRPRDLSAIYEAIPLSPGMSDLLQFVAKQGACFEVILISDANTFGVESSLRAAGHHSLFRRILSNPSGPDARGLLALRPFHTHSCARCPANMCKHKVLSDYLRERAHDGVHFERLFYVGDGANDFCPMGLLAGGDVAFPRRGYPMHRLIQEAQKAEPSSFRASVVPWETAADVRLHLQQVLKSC
Starred values were filed as active, the others as inactive; . = not tested or not shown. Rows were taken by chance, and some 4.2% of all compounds hit somewhere here.

SMILES	GalR3 antag	MEKK3 PB1 HTS	IDE act	pCIP destab	M4 PAM	IDE inh	CRFR2-BP antag	CRFR2-BP ag	PHOSPHO1 block
COc1ccc(C(=O)Nc2nnc(S(=O)(=O)Cc3ccccc3)s2)cc1	-5.9	97.0	6.3	-4.0	3.8	0.7	-6.9	0.3	29.0
C[C@H](CO)N1C[C@H](C)[C@@H](CN(C)C(=O)CCC(F)(F)F)OCc2cnnn2CCCC1=O	-3.9	.	.	.	5.9	.	-0.9	0.3	.
CCOC(=O)c1c(NC(=O)c2ccccc2)sc2c(O)c(CN(CC)CC)ccc12	-0.3	100.0	2.9	-7.5	5.8	6.0	3.3	1.6	-1.6
Cn1cccc1Cc1nnc(SCC(N)=O)n1-c1ccc(F)cc1	-0.3	104.0	3.9	4.6	2.7	-5.4	9.7	-2.5	-0.6
O=C(Nc1cc(F)ccc1F)c1cccc(-n2cnnn2)c1	-4.2	.	4.5	.	5.2	-1.1	-15.2	2.0	.
COc1ccc(/C=C(/NC(=O)c2cccs2)C(=O)NC(C)(C)C)cc1OC	-2.6	103.0	4.9	-9.2	-2.0	-5.5	-1.2	-0.6	13.9
CCC(C)(C(=O)NC1CCCCC1)N(Cc1ccco1)C(=O)c1ccc2c(c1)OCO2 (configuration not stated)	-7.0	101.0	-1.2	13.4	-8.9	-7.1	-0.2	0.4	-7.9
C/C=C/C=C\C(=O)Nc1cccc(C2=NOC3(C2)C[C@@H](C(N)=O)N(C(=O)c2cc([N+](=O)[O-])cc([N+](=O)[O-])c2C)C3)c1 (some centres not stated)	-2.7	95.0	0.3	6.6	0.1	0.1	3.5	-0.5	0.1
CC(NC(=O)COC(=O)CSCc1ccccc1)c1ccccc1 (configuration not stated)	-6.1	65.0	1.7	9.2	0.4	4.4	2.9	-2.1	5.0
COc1ccc(OCCOCCN2CCN(C)CC2)cc1	0.8	108.0	6.0	-2.4	0.8	-8.5	7.3	-0.9	-6.3
COc1cccc(NC(=O)Nc2cc(C(=O)O)ccc2N2CC3CC(C2)c2cccc(=O)n2C3)c1 (configuration not stated)	-8.6	99.0	1.9	-13.9	-2.2	5.2	-4.0	-1.3	29.8
COC(=O)c1cc(C(=O)OC)n(Cc2ccc(F)cc2)n1	-11.6	93.0	-2.5	1.0	7.8	-1.3	-11.6	-1.0	-10.2
COc1ccc(OCc2nc(N)nc(Nc3ccccc3OC)n2)cc1	1.4	106.0	3.0	-8.5	-4.0	-1.4	4.9	-0.5	40.3
CCC(=O)Nc1c(S(=O)(=O)c2ccccc2)c2nc3ccccc3nc2n1Cc1ccccc1	-9.5	101.0	5.0	-10.9	6.3	7.3	-17.5	-0.2	1.4
Cc1occc1C(=O)NNC(=S)NCc1ccc(Cl)cc1	-7.2	101.0	-3.4	4.2	-7.8	0.0	-14.1	0.4	-12.7
Cc1cccc(C2CC3(CC(C)(C)NC(=S)N3)Oc3cc(O)ccc32)c1 (configuration not stated)	-1.1	98.0	.	-13.7	-2.0	10.4	-10.0	-1.3	42.0
COc1cc(C2CC(=O)Nc3ccccc3S2)cc(OC)c1OC (configuration not stated)	-3.2	103.0	3.2	-10.3	-22.8	-11.5	29.8	-0.2	48.2
C[C@H](NC(=O)c1ncn2c1c(=O)[nH]c1ccc(Br)cc12)c1ccccc1	-4.0	.	.	.	-1.3	.	-4.3	-0.7	.
Cc1noc(C)c1S(=O)(=O)N(CC(=O)NCc1ccccc1)c1ccc(C(C)C)cc1	-6.1	104.0	3.7	-12.8	-1.6	-1.5	-27.0	1.3	10.0
O=C(NC(=S)Nc1ccccc1N1CCCCC1)c1ccc(-c2cccc([N+](=O)[O-])c2)o1	-5.7	98.0	4.1	-11.8	12.5	3.4	-5.2	1.4	12.1
CCN(CC)C(=O)C1CCN(Cc2cn(C)nc2-c2ccc(Oc3ccccc3)cc2)CC1	-2.9	60.0	-0.9	-17.8	-11.4	4.8	-10.3	-1.4	13.7
O=C(COC(=O)/C=C/c1cccc(Br)c1)NCc1ccco1	-0.7	.	4.5	.	6.9	-0.3	22.9	-1.3	.
CCN1C(=O)[C@H]2[C@H]3CN=C(SCc4ccccc4)N3[C@@](Cc3ccccc3)(C(=O)OC)[C@H]2C1=O	-3.8	.	3.5	.	-3.9	.	-6.0	3.4	.
O=C(NCCc1cccc(C(F)(F)F)c1)C1CCC(=O)N(CCc2cccc(F)c2)C1 (configuration not stated)	-4.8	97.0	3.5	1.4	8.4	3.2	37.7	-2.4	7.9
Clc1ccc(-c2nnc3n2CCCCS3)cc1	0.2	97.0	-5.0	-4.7	2.0	-1.9	7.6	4.3	-9.0
Other results follow.
SMILES	GalR3 antag	MEKK3 PB1 HTS	IDE act	pCIP destab	M4 PAM	IDE inh	CRFR2-BP antag	CRFR2-BP ag	PHOSPHO1 block
Cc1cc(C)n(-c2ccc(C(=O)Nc3cc(S(=O)(=O)N(C)C)ccc3Cl)cc2)n1	-7.3	95.0	2.1	-13.5	-7.4	6.0	7.8	1.7	-6.2
Cc1ccnc(NC(=O)c2ccc(S(=O)(=O)NCc3ccco3)cc2)c1	-5.0	.	3.0	.	-4.0	-0.6	7.5	-0.8	.
CCCCN1C(=O)NC(NC(=O)C2CC2)(C(F)(F)F)C1=O (configuration not stated)	4.7	86.0	1.4	6.0	11.3	0.6	-13.5	-1.4	-3.0
O=C(c1ccc(S(=O)(=O)Nc2cccc(C(F)(F)F)c2)cc1)N1CCC1	0.8	107.0	-0.6	-12.0	3.8	-1.3	3.0	-0.3	25.0
O=C(NCc1ccccn1)C(=O)NCC(c1ccco1)N1CCN(c2ccc(F)cc2)CC1 (configuration not stated)	-5.3	107.0	4.8	-3.7	-9.6	2.6	-4.5	0.6	-2.4
CC(Sc1ccccc1)C(=O)N(CCC#N)Cc1cccnc1 (configuration not stated)	5.1	107.0	1.6	-0.7	5.7	0.9	-0.3	1.2	11.3
Cn1cccc1/C=N/NC(=O)CNc1ccc2ccccc2c1	0.2	124.0	.	-2.4	0.4	-3.1	-9.8	0.6	19.5
COc1cc(NC(=O)c2ccc3c(c2)OCCO3)ccc1NC(=O)c1ccccc1Cl	0.6	101.0	2.0	-18.7	-0.5	4.7	0.5	1.8	9.6
C[C@H](CO)N1C[C@H](C)[C@@H](CN(C)S(=O)(=O)c2cccc(C#N)c2)OCc2cnnn2CCCC1=O	0.7	.	.	.	5.8	.	0.0	2.3	.
C[C@H]1CC[C@@]2(O[C@H](CCO)C[C@@H](O)[C@@H]2O)O1	1.1	105.0	8.7	-12.7	5.5	2.5	4.3	0.4	17.7
CCC(CC)NC(=O)c1cc(OC)c(OC)cc1[N+](=O)[O-]	3.7	104.0	6.5	-8.6	8.8	-5.7	-4.0	0.2	15.9
CCN(CC)c1nc(-c2ccccc2)nc2ccccc12	-10.0	106.0	2.1	2.5	-4.8	-0.7	-7.4	1.3	45.3
Cc1ccc(C(C(=O)NC2CCCCC2)N(CC2CCCO2)C(=O)CNC(=O)c2cccs2)cc1 (configuration not stated)	-3.5	100.0	1.5	-0.7	2.0	-1.5	-3.6	0.2	7.2
CN(c1ccccc1C(=O)Nc1ccc(F)c(F)c1)S(C)(=O)=O	-4.3	94.0	2.4	-4.1	-0.2	-4.7	-4.3	-1.3	-19.7
COc1ccc(CCNC(=O)COc2ccc(-c3ccc(C)cc3)cc2)cc1OC	-8.2	98.0	-9.8	-3.1	-7.7	7.6	35.0	-1.2	23.1
C=CC[C@@H](CC(=O)N[C@@H](CO)Cc1ccccc1)C(=O)N[C@H](C)COC(=O)[C@@H](CC=C)Cc1ccc(F)cc1	-4.7	.	2.1	.	26.0*	1.2	-3.6	0.4	.
COc1ccc(CNS(=O)(=O)NCc2ccccc2F)cc1	-9.7	109.0	5.2	-9.4	1.3	3.4	-15.6	-0.7	.
CN(C)c1ccc(NC(=O)CN2C(=O)CC(c3ccccc3)=Nc3ccccc32)cc1	-4.4	91.0	3.0	-13.1	3.4	0.9	-5.2	-0.4	31.9
O=C(CNC(=O)c1cc(S(=O)(=O)N2CCCCC2)ccc1N1CCOCC1)Nc1ccc(F)c(F)c1	1.2	.	0.2	.	5.1	-3.3	-0.2	-1.1	.
CCN1C(=O)/C(=C2/Sc3ccc(OC)cc3N2C)SC1=Nc1cccc(O)c1	-9.0	102.0	0.7	-3.2	2.9	-2.6	11.1	-0.6	47.3
COC(=O)c1cc2c(s1)-c1ccccc1CC2	2.5	105.0	4.4	-5.8	2.7	4.9	7.8	-1.5	4.7
CCN(C(=O)Cn1nc(C(=O)O)c2ccccc2c1=O)C1CCCCC1	4.4	102.0	5.9	10.4	15.6	7.5	0.3	-1.2	24.1
O=C(c1cc(-c2ccc(O)cc2)on1)N1CCCc2ccccc21	.	.	-8.0	-3.3	-14.2	-1.4	-2.2	-2.0	-13.2
CCOC(=O)c1cnn(-c2nc3c(C)cccc3s2)c1C	-0.9	99.0	-1.9	-2.2	8.9	-0.3	-11.3	-0.7	-11.5
Cc1cccc(-c2noc(CCC(=O)NCc3ccco3)n2)c1	-1.6	103.0	-2.8	3.3	-2.1	-1.0	8.1	-0.1	-2.1
Continued.
SMILES	GalR3 antag	MEKK3 PB1 HTS	IDE act	pCIP destab	M4 PAM	IDE inh	CRFR2-BP antag	CRFR2-BP ag	PHOSPHO1 block
COc1cc(C(=O)NCCSc2ccc(Cl)cc2)cc(OC)c1OC	-11.2	103.0	-0.7	-3.0	-8.5	10.5	5.4	-5.2	11.4
CCn1c(SCC(=O)Nc2ccc(NC(C)=O)cc2)nnc1C1CC1	-1.1	103.0	-8.6	-9.5	6.9	1.7	-16.6	2.6	2.9
Cc1ccc(S(=O)(=O)N2CCOCC2)cc1NC(=O)COc1cccc(Oc2ccccc2)c1	-5.1	.	-4.3	.	-5.5	1.9	14.7	0.1	.
Cc1ccc(N(CC(=O)NCc2ccc(Cl)cc2)S(C)(=O)=O)cc1	-0.8	106.0	2.1	1.1	-5.5	4.6	13.3	2.1	-0.6
Cc1ccc2c(c1)NC(=O)[C@@]1(C)[C@@H](c3ccccc3)[C@H]3COc4ccccc4[C@@H]3N1C2=O	-7.8	.	-2.0	.	-9.1	2.5	-4.4	0.8	.
CC(C)Cc1nnc(NC(=O)c2cc(S(=O)(=O)N(C)C)ccc2N2CCCC2)s1	-2.7	103.0	1.0	-8.5	3.7	1.4	-25.3	-0.1	-53.1
COc1ccccc1NC(=S)N1CCCCCC1	-0.3	99.0	-2.2	-4.1	7.8	-2.0	-0.2	-0.9	33.5
CC(=O)Nc1ccc(OCC(=O)NCc2ccccc2)cc1	-2.3	100.0	3.0	-14.1	-0.6	-1.1	6.3	0.2	20.0
O=C(NCCCN1CCOCC1)c1cnn2c(-c3ccccc3)cc(-c3ccccc3)nc12	-7.7	.	3.6	-23.3	-15.2	0.1	-12.6	-9.1	18.1
Cc1ccc(S(=O)(=O)NCCCCCC(=O)Nc2cccc(C)c2)cc1	-3.4	102.0	1.5	1.0	-5.2	3.0	15.3	1.1	-5.8
NC(=O)C(c1ccccc1)c1ncc(C(F)(F)F)cc1Cl (configuration not stated)	-0.4	96.0	7.4	-8.4	4.5	-4.0	10.6	2.1	24.2
CC(C)C(C(=O)NCC1CCCO1)N(Cc1ccccc1)C(=O)CNS(=O)(=O)c1ccccc1 (configuration not stated)	-6.3	99.0	0.9	3.4	-0.2	1.2	1.6	-0.3	0.0
